Screening data: PubChem BioAssay, National Center for Advancing Translational Sciences (NCATS)
HttQ103 aggreg: mutant huntingtin aggregation inhibition; PC12 HttQ103-GFP aggregates, Acumen cytometry, 40 h; Potency, µM (highest dose often 46.1 µM), without a hit: at the top dose activity change, negative = inhibition, most hits filed as inhibitors; hit rate 1.1% among 220,000; further: potency means the concentration at half of the fitted maximal effect; on the % scale 0 is the no-effect control and ±100 the full control effect; nearly all actives have a fitted effect of over 60% in size
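Ecdysone-promoter PC12 model expressing HTT exon 1 Q103 fused to GFP, induced by tebufenozide at 100 nM final. Compounds titrated; aggregates sized 1–25 µm scored on a 488 nm laser cytometer.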
CBFb RUNX1 block: inhibitors of human CBF-beta and RUNX1 interaction; Potency, µM (doses to about 59.8 µM), inactives show top-dose activity, negative = inhibition, hits mostly inhibitors; 230,000 tested, under 10 active; AlphaScreen CBFb-His/RUNX1-biotin binding, biochemical; Q01196+Q13951; further: % of control where 0% means no effect
Target sequence (Q01196 whole entry, looked up): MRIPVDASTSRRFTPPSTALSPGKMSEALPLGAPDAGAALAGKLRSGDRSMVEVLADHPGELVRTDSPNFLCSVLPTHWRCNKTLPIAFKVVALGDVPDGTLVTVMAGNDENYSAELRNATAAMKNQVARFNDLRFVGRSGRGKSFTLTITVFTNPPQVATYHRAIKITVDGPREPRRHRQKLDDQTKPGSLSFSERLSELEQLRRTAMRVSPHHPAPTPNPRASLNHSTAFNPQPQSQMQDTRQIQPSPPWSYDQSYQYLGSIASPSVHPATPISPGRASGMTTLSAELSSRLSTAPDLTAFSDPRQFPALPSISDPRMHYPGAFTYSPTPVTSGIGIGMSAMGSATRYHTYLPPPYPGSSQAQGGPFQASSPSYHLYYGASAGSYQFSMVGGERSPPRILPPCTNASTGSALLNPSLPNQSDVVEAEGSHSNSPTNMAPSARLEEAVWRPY
Target sequence (Q13951 whole entry, looked up): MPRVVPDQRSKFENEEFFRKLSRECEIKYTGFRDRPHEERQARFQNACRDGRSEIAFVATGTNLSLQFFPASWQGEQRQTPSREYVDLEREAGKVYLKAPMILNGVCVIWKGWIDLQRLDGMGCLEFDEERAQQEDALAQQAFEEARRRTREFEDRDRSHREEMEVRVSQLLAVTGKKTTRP
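Bead-based AlphaScreen assay; binding partners His-tagged CBF-beta and biotinylated RUNX1 at 30 nM each. Compound exposure 15 min after a 20-min protein preincubation; bead step 90 min; all steps at room temperature.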
KinaseGlo FLuc: Kinase-Glo luciferase inhibition (counter-screen); Kinase-Glo luciferase, ATP luminescence, 8 min; hit rate 0.28% among 200,000; Q27757; Potency, µM (top dose mostly 38.3 µM), inactives show top-dose activity change, negative = inhibition, actives largely listed as inhibitors; further: potency means the concentration at half of the fitted maximal effect; on the % scale 0 is the no-effect control and ±100 the full control effect; nearly all actives have a fitted effect of over 60% in size
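Inhibition of Kinase-Glo luciferase light generation was assessed at 10 uM ATP in pH 7.2 imidazole buffer, with luminescence measured after eight minutes at ambient temperature.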
NPSR antag: neuropeptide S receptor (human) antagonism, cAMP; Q6W5P4; CHO-NPSR cells, cAMP TR-FRET, antagonist mode; Potency, µM (series often up to 38.3 µM), without a hit: top-dose activity change, negative = inhibition, hits mostly inhibitors; hit rate 1% among 220,000; AID 1461; further: potency means the concentration at half of the fitted maximal effect; on the % scale 0 is the no-effect control and ±100 the full control effect; nearly all actives have a fitted effect of over 50% in size; many of its hits are not listed in these tables
Target sequence (Q6W5P4 whole entry, looked up): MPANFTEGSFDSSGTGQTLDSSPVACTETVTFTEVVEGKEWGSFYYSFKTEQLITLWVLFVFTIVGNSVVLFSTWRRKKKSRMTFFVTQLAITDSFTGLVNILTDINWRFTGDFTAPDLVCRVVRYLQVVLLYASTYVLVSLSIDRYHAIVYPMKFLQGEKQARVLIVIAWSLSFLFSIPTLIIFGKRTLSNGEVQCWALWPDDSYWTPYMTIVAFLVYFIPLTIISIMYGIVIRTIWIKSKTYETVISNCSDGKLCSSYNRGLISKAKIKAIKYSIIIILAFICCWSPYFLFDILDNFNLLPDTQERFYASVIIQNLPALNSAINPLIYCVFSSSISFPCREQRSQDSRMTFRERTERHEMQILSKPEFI
L3MBTL1 inh: inhibitors of human L3MBTL1; Q9Y468; AlphaScreen L3MBTL1–H3K9me1 peptide binding; Potency, µM (series often up to 57.1 µM), for the others: top-dose activity, negative = inhibition, hits mostly inhibitors; hit rate 0.66% among 230,000; AID 485360; further: potency means the concentration at half of the fitted maximal effect; on the % scale 0 is the no-effect control and ±100 the full control effect; nearly all actives have a fitted effect of over 60% in size
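AlphaScreen proximity signal between nickel-chelate acceptor and streptavidin donor beads (final 10 ug/mL) reports binding of 50 nM L3MBTL1 to 75 nM biotin-H3 K9me1 peptide; complex incubated with compounds 30 min at room temperature; cefsulodin titration as control.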
IMPase Li cell: IMPase inhibition in cells with lithium potentiation | CHO-M1 cells, IP1 TR-FRET (IP-One), carbachol + lithium | Potency, µM (top dose mostly 59.4 µM), inactives show at the top dose activity, negative = IMPase inhibition, hits mostly inhibitors | hit rate 0.35% among 210,000 | AID 1457;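 further: IP1 builds up when IMPase is blocked and the TR-FRET signal falls; potency means the concentration at half of the fitted maximal effect; plate controls were basal vehicle for no effect and high inhibitor control for full effect; nearly all actives have a fitted effect of over 50% in size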
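Test compounds were applied to CHO-M1 cells previously cultured for 16–30 h at 2000 per well. A small lithium amount accompanied them; after 30 min at 37C, IP1 was quantified by TR-FRET.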
Epigenetic reg: regulators of epigenetic silencing causing reporter derepression in mouse cells; Potency, µM (top dose mostly 53.9 µM), for the others: at the top dose GFP activation, actives largely listed as activators; murine LDR cells, GFP reporter derepression, 30 h; hit rate 0.2% among 280,000; further: potency means the concentration at half of the fitted maximal effect; % of control where 0% means no effect; nearly all actives have a fitted effect of over 60% in size
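In this reporter-derepression format, murine cells bearing a silenced integrated CMV-GFP locus incubate with test compound (30 h, 37 C), then are washed and imaged; fluorescent objects of 20–120 um count as induced cells.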
An asterisk follows results filed as active; ? = inconclusive; / = not tested or not shown; & = joins results of further samples; [ ] = remark or other dose. The call rests on the fitted dose curve; in most records, active means well fitted curve in the direction sought with a large enough effect; inconclusive means small, poorly fitted or top-dose-only effect, or another doubt; inactive means no such curve, though single readings can be large; an effect the other way counts as inactive or inconclusive.

mol,IMPase Li cell,KinaseGlo FLuc,NPSR antag,Epigenetic reg,HttQ103 aggreg,CBFb RUNX1 block,L3MBTL1 inh
COc1ccc(NC(=O)CN(C)S(=O)(=O)c2ccc(Cl)cc2)c([N+](=O)[O-])c1,-5%[38.3 µM],-4%,-3%[46.1 µM],?,1%,3%,4%
Fc1ccc(/C=N/NC(=S)Nc2ccc(Cl)cc2)cc1F,-3%,2%,9%,-3.2%,9%,-2%,-2%
Cc1nc2sc(C(c3cccc(F)c3)N3CC(C)OC(C)C3)c(O)n2n1 (stereo unspecified),9%[38.3 µM],2%,-9%[46.1 µM],-0.9%,-5%,2%,14%
O=C(Nc1ccncc1)c1cc(-c2ccccn2)nc2ccccc12,3%,1%,?,2.3%,-2%,?,29%
N#Cc1ccc2ccn(CC(=O)NCc3ccccc3)c2c1,22%[38.3 µM],2%,1%[46.1 µM],-1.0%,?,9%,-3%
CCCOc1cccc(OCC(=O)Nc2nc3ccccc3[nH]2)c1,-1%,5%,-22%,0.0%,10%,-6%,-13%
Cc1cccc(/N=C/C2=C(O)CC(C)(C)CC2=O)n1,/,/,21%,-1.9%,7%[9.22 µM],3%,3%
COc1ccccc1NC(=O)COC(=O)C1CC1,2%,0%,12%,-0.7%,-1%,-1%,/

Following part
mol,IMPase Li cell,KinaseGlo FLuc,NPSR antag,Epigenetic reg,HttQ103 aggreg,CBFb RUNX1 block,L3MBTL1 inh
Cn1nnnc1Sc1ccc(C(=O)O)cc1[N+](=O)[O-],/,/,2%,0.1%,1%[9.22 µM],0%,11%
COc1ccc(N(CC(=O)NCCSCc2ccco2)S(=O)(=O)c2ccc(C)cc2)cc1,16%,2%,30%,-4.3%,20%[9.22 µM],-20%,-8%
Cc1nc2ccc(C(=O)O)cc2[nH]1,-14%[38.3 µM],-2%,-7%[46.1 µM],1.3%,2%,-6%,/
CCOc1ccc(-n2c(SCC(=O)Nc3ccc(CC)cc3)nc3n[nH]c(C)c3c2=N)cc1,?,-2%,-37%,-0.7%,5%,-1%,/
CCN1CCCC1CNC(=O)c1c(O)c2c([nH]c1=O)CCCC2 (stereo unspecified),21%[38.3 µM],-3%,-8%[46.1 µM],-2.0%,-5%,7%,/
Cc1ccc2nc(N3CCN(c4cccc(C)c4C)CC3)c3nnnn3c2c1,-2%,10%,-22%[46.1 µM],2.8%&-0.9%,2%,4%,15%
O=C(NNC(=S)NCc1ccccc1)c1ccccc1OC(F)F,3%,-1%,12%,3.9%,-3%,5%,-6%
CCOc1ccc(-n2nnc3c(=O)n(C/C=C/c4ccccc4)cnc32)cc1,9%[38.3 µM],1%,-20%[46.1 µM],3.8%,-4%,23%,-9%

Remaining list, next part:
mol,IMPase Li cell,KinaseGlo FLuc,NPSR antag,Epigenetic reg,HttQ103 aggreg,CBFb RUNX1 block,L3MBTL1 inh
O=C(O)CCn1c(=O)sc2ccccc21,-3%[38.3 µM],-6%,5%[46.1 µM],-1.0%,?,0%,40%[activator]
COc1cc(NC(=O)c2ccc(Cl)cc2)c(OC)cc1Cl,14%[38.3 µM],-4%,?,-0.2%,11%,-3%,/
C[C@H](NC(N)=O)C(=O)OCC(=O)Nc1ccc(OC(F)F)cc1,-7%,-1%,5%,-1.4%,0%,21%,-25%
Cc1ccc(NCc2ccc(Cl)nc2)c(NCc2ccc(Cl)nc2)c1,15%,-3%,-51%,1.1%,-14%,4%,/
Cc1cc(C(=O)CSc2nnc3c(Cl)cc(Cl)cn23)c(C)n1C,-3%[38.3 µM],-1%,1%[46.1 µM],-2.3%,10%,3%,5%
COc1ccc(/C=N/NC(=O)CN(c2ccc(OC)cc2)S(=O)(=O)c2ccccc2)cc1,-5%,/,-29%,5.3%,-2%,-5%,/
O=C(CSc1nc2ccc([N+](=O)[O-])cc2s1)NC1CCS(=O)(=O)C1 (stereo unspecified),4%,-1%,3%,?,-1%,-9%,9%
CCOC(=O)c1[nH]c(CSc2nnc(-c3ccc(OC)cc3)o2)c(C(=O)OCC)c1C,-6%[38.3 µM],7%,-27%[46.1 µM],0.0%,9%[9.22 µM],-3%,/

Next records.
mol,IMPase Li cell,KinaseGlo FLuc,NPSR antag,Epigenetic reg,HttQ103 aggreg,CBFb RUNX1 block,L3MBTL1 inh
COc1cccc(C(=O)C2CCCN(Cc3cccn3-c3cccnc3)C2)c1 (stereo unspecified),16%,/,1%,-0.1%,19%[9.22 µM],-7%,-21%
CC1CCCC(NC(=O)COC(=O)CN2C(=O)C3CCCCC3C2=O)C1C (stereo unspecified),-4%,-1%,5%,2.3%,21%,-2%,3%
CCCNS(=O)(=O)c1ccc(OCC(=O)N2CCCC2)cc1,-2%,-2%,11%,-1.1%,/,7%,-4%
COc1ccc(N2CCN(S(=O)(=O)/C=C/c3ccccc3)CC2)cc1,0%[38.3 µM],3%,-5%[46.1 µM],1.3%,-7%,4%,2%
c1ccc2c(c1)nc(NCc1ccc3c(c1)OCO3)n2CCN1CCOCC1,9%,-1%,-13%,1.1%,/,1%,-1%
COCCSc1nnc(NC(=O)C2CC(=O)N(c3ccc(OC)cc3)C2)s1 (stereo unspecified),-1%,2%,-29%,1.1%,-18%,4%,/
CC(C)Oc1ccc(C(=O)N2CCCc3ccccc32)cc1,0%[38.3 µM],-7%,-21%[46.1 µM],0.0%,-17%,4%,2%
O=C(Nc1nnc(SCc2ccc(F)cc2)s1)c1ccc2ncsc2c1,1%,1%,-10%,-0.2%,7%,4%,?

More structures follow:
mol,IMPase Li cell,KinaseGlo FLuc,NPSR antag,Epigenetic reg,HttQ103 aggreg,CBFb RUNX1 block,L3MBTL1 inh
C=CCNC(=O)C(=O)N/N=C/c1cccc(Br)c1,0%,-4%,0%,1.1%,/,3%,0%
Oc1ccc(Nc2nc(-c3cccs3)cs2)cc1,-6%,-1%,3%,-0.7%,-4%,-7%,6%
O=C(c1ccc(CNc2c(N3CCCC3)c(=O)c2=O)cc1)N1CC=C(c2ccccc2)CC1,/,/,?,0.1%,7%[9.22 µM],-2%,/
O=C1NC(=Nc2cccnc2)S/C1=C\c1cccc(F)c1,/,/,48%,0.4%,13%[9.22 µM],0%,8%
Clc1ccc(-c2ccc(CNCC3CCCO3)o2)cc1 (stereo unspecified),/,/,-3%,-2.1%,-7%[9.22 µM],-1%,-17%
CCCOc1cccc(/C=N/NC(=O)c2csc(C)c2C)c1,-2%[38.3 µM],-1%,?,-3.0%,1%[9.22 µM],-1%,/
O=C1Nc2ccccc2N(O)N1c1ccc(S(=O)(=O)N2CCOCC2)cc1,2%,-2%,13%,-0.9%,-6%,-19%,6%
CC(=O)OC(C(=O)NC1CCCCC1)c1ccc(C#N)cc1 (stereo unspecified),5%[38.3 µM],-2%,0%[46.1 µM],-0.7%,7%,-1%,3%

Going on with the list.
mol,IMPase Li cell,KinaseGlo FLuc,NPSR antag,Epigenetic reg,HttQ103 aggreg,CBFb RUNX1 block,L3MBTL1 inh
COc1cc(NC(=O)Cn2cnc3sc(C)c(S(=O)(=O)N4CCN(C)CC4)c3c2=O)cc(OC)c1OC,-4%,/,-13%,1.3%&0.6%,31%,4%,/
COC(=O)Cc1n[nH]c(=O)c2ccccc12,23%[38.3 µM],16%,-2%[46.1 µM],-2.8%,5%,1%,/
Cc1ccc(OCCn2c(Br)nc3c2c(=O)n(C)c(=O)n3C)cc1,21%,-1%,-2%[46.1 µM],-0.8%,-29%,1%,8%
Cc1[nH]nc(SCC(=O)N(C)c2ccccc2)c1[N+](=O)[O-],-12%,3%,-11%,0.0%,-5%,-19%,/
COc1ccc(OC)c(C2=C[N+](=O)C(C)(C)C(C)(C)N2[O-])c1,19%[38.3 µM],-1%,-12%[46.1 µM],-1.0%,10%,10%,0%
C/C(N)=C(/C#N)C(=O)CSc1nnc(SCc2ccc(Cl)cc2)s1,35%[activator][38.3 µM],0%,-5%[46.1 µM],-1.0%,11µM*,6%,/
N#C/C(=C\c1ccc(O)cc1)c1nc2ccccc2o1,/,/,-51%,0.5%,7%[9.22 µM],-6%,-26%
CC1(CC(=O)NNC(=O)Nc2ccccc2)OCCCO1,-7%,-10%,-22%,-1.1%,6%[9.22 µM],12%,-9%

(list continues)
mol,IMPase Li cell,KinaseGlo FLuc,NPSR antag,Epigenetic reg,HttQ103 aggreg,CBFb RUNX1 block,L3MBTL1 inh
Cc1ccc(S(=O)(=O)N(C)C)cc1NC(=O)CCc1ccccc1,/,/,-7%,0.8%,-17%[9.22 µM],-6%,5%
COc1ccc(/C=N/N2C(=O)CSC2=S)cc1,-1%[38.3 µM],1%,-1%[46.1 µM],0.0%,-11%,-6%,/
N/C(COc1ccc(F)cc1)=N\NC(=O)c1cccnc1Oc1ccccc1,6%[38.3 µM],-4%,-7%[46.1 µM],1.1%,-5%,7%,-1%
COc1cc2c(cc1OC)CN(Cc1cc(=O)oc3c(C)c(C)ccc13)CC2,/,/,-5%[46.1 µM],-0.9%,-11%,-10%,-11%
COC(=O)[C@@H]1CC[C@H](C)[C@@H](c2ccc(C)cc2)N1C(=O)c1ccc(/C=N/O[C@H](C)c2cn([C@@H]3COC[C@H]3O)nn2)cc1,14%,12%,-27%,1.5%,-10%,-6%,-10%
CN(CCOc1ccccc1)C(=O)c1cc([N+](=O)[O-])cc([N+](=O)[O-])c1,7%,-1%,-3%,-3.6%,5%[9.22 µM],2%,-1%
FC(F)(F)c1cc(NC(=S)NC23CC4CC(CC(C4)C2)C3)cc(C(F)(F)F)c1,54%[activator],2%,/,-1.1%,/,-4%,/
Cc1ccc(C(=O)COc2ncnc3cc(Cl)ccc23)cc1,/,/,14%[7.67 µM],2.4%,9%[9.22 µM],4%,5%

(next part)
mol,IMPase Li cell,KinaseGlo FLuc,NPSR antag,Epigenetic reg,HttQ103 aggreg,CBFb RUNX1 block,L3MBTL1 inh
Cc1c(Cl)cccc1-c1ccc(/C=N/n2cnnc2)o1,-6%[38.3 µM],0%,2%[46.1 µM],-4.2%,-3%[9.22 µM],-3%,/
NC(=O)SCC(=O)Nc1ccccc1C(=O)O,/,/,-21%,1.3%,6%[9.22 µM],6%,-1%
CC(O)[C@H]1CN=C(N)N1CCCCC1CCCCC1 (stereo partly specified),/,/,8%,6.2%,-13%[9.22 µM],11%,/
CCOC(=O)C1CCN(C(=O)CSc2cc(=O)n(CC)c3ccccc23)CC1,-14%[38.3 µM],4%,?,-7.9%,-12%,8%,5%
COc1ccc2c(CC(=O)OCC(=O)NC(=O)c3cccn3C)coc2c1,-9%[38.3 µM],1%,-9%[46.1 µM],1.0%,31%,-9%,-10%

Not all compounds are listed (hit frequency here may not be typical).
